High-throughput results from PubChem.
GCN5L2 inh: blocks human GCN5L2 histone acetyltransferase; GCN5L2 HAT assay, ThioGlo1 CoA-SH fluorescence; Potency, µM (series often up to 58.9 µM), for the others: top-dose activity change, negative = inhibition, actives largely listed as inhibitors; 0.21% of 390,000 active; AID 504327
Target sequence (Q92830 whole entry, looked up): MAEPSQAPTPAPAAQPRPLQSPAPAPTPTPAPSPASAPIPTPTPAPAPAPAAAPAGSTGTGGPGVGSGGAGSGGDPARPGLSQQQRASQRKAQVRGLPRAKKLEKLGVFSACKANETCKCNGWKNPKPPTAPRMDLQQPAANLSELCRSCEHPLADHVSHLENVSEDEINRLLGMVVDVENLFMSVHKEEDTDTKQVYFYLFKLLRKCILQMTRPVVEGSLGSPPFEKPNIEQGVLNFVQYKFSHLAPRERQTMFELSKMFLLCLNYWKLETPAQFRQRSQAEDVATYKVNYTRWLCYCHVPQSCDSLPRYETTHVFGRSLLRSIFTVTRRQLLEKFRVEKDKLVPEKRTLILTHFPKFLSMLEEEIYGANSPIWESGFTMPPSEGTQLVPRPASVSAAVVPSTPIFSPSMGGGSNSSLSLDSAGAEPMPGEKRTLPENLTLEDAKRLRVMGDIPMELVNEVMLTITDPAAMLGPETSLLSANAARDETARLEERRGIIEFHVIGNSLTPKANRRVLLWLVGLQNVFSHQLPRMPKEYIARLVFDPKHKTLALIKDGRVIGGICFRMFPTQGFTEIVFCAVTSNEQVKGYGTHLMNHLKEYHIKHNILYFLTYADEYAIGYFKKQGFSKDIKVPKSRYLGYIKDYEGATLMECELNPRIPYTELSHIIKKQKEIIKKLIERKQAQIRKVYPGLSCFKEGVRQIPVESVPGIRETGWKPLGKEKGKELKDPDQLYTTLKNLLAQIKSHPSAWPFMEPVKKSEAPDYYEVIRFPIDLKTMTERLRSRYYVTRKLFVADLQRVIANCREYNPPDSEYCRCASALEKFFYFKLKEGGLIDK
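Compounds, pin-transferred from DMSO stocks, meet 20nM GCN5L2 for 15 min before the reaction begins with H3(1-25) peptide (75uM) and acetyl-CoA (70uM). Thiol-reactive ThioGlo1 reports CoA release over 20 min at room temperature.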
N370S GC mod: N370S glucocerebrosidase modulation, Gaucher chaperone candidate; P04062; 0.092% of 330,000 active; Potency, µM (series often up to 59.4 µM), for inactives: top-dose activity change, negative = inhibition, most hits filed as inhibitors; AID 2101; N370S GC spleen homogenate, 4MU-glucoside fluorescence;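 further: 0% = full enzyme activity and -100% = no enzyme basal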
FEN1 inh: inhibitors of human flap endonuclease 1 | P39748 | Recombinant FEN1 flap cleavage, fluorescence, 15 min | 0.35% of 390,000 active | Potency, µM (series often up to 114 µM), for the others: top-dose activity change, negative = inhibition, usual class: inhibitors; further: nearly all actives have a fitted effect of over 65% in size
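With each library titrated from low to high concentration, compounds met 10 nM FEN1 for 15 min at room temperature before 50 nM substrate was added; readings at 0 and 15 min fed four-parameter Hill curve fits.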
Numbers without * were called inactive; u = inconclusive; x = no result given; [ ] = another dose, or the depositor's remark. The call rests on the fitted dose curve; in most records, active means well fitted curve in the direction sought with a large enough effect; inconclusive means small, poorly fitted or top-dose-only effect, or another doubt; inactive means no such curve, though single readings can be large; an effect the other way counts as inactive or inconclusive. Unless noted, on the % scale 0 is the no-effect control and ±100 the full control effect; potency means the concentration at half of the fitted maximal effect. A portion of the library; rates above refer to the full screens.

compound,GCN5L2 inh,N370S GC mod,FEN1 inh
CC(C)(C)c1ccc2c(c1)OC(C(=O)N/N=C\c1ccncc1)CO2 (stereo not given),0.7%,-25.9%,7.6%
Cc1c(/C=N/Nc2ccc(F)cc2)c(O)n(C)c(=O)c1C#N,-20.1%,4.9%,-1.3%
CC1CCCC(C)N1C(=O)COC(=O)c1cc(F)c(F)cc1Cl (stereo not given),-0.5%,x,2.3%
O=C1/C(=N\O)Cc2ccccc21,-3.4%,9.5%,-8.4%
O=C(CN1C(=O)c2ccccc2C1=O)N1CCCCC1,-4.7%,-3.4%[2.35 µM],-3.0%
Cc1ccc(NC(=O)CSc2nnc(C)c(=O)n2N)c(C)c1,5.0%,29.5%,-1.9%
Cc1ccc(/C=N/N(C)C2=NS(=O)(=O)c3ccccc32)o1,-13.2%,19.2%,x
CN(C(=O)c1ccc(NC(=O)Cc2cccc(NC(=O)C3CCN(C(=O)C4CC4)CC3)c2)cc1)C1CCCC1,0.6%,x,-5.2%
Cc1ccc(S(=O)(=O)N(C)CC(=O)Nc2ccccc2N2CCCC2)cc1,-14.7%,x,-0.2%
COCCn1c(C)cc(C(=O)CSc2nnc(C3CC3)n2C2CC2)c1C,2.9%,x,2.0%
Cn1c2c(c3ccccc31)CCSC2=O,0.6%,-23.2%,-20.7%
O=C(NCc1ccccc1)C1=C[C@@H](c2coc3ccccc3c2=O)C[C@@H](OCc2ccc(CO)cc2)O1,1.6%,25.6%,0.6%
COc1ccc(CNc2ccc(C)c(C)c2)cc1,1.7%,-20.5%,5.4%
O=S(=O)(/N=C(/c1ccc(Cl)cc1)N1CCOCC1)c1ccc(Cl)cc1,-3.0%,1.3%,-2.4%
Cc1cccc(C)c1NC(=O)C(C)N1CCCC1 (stereo not given),26.1%,-11.9%,-2.6%
N#Cc1cc(-c2ccccc2)nn1-c1ccccc1,u,19.1%,-1.3%
COc1ccc(-c2cc(C(=O)OCC(=O)c3ccc(C)c([N+](=O)[O-])c3)c3ccccc3n2)cc1,37.0%[activator],4.7%,4.9%
N#Cc1c(-c2ccccc2)[nH]c(=O)[nH]c1=O,-11.9%,-18.0%,13.2%
C[C@H](NC(c1cccc2nc(O)c(O)nc12)P(=O)(O)O)c1ccc(Br)cc1 (stereo not given in full),-9.6%,-9.3%,x
O=c1oc(/C=C/c2ccc([N+](=O)[O-])s2)nc2ccccc12,-11.9%,-14.9%,-2.5%
COc1ccc(C(Sc2ccccc2)c2ccccc2)cc1OC (stereo not given),-10.2%,23.2%,-0.3%
Cc1ccc(-n2nc3c(c2NC(=O)c2ccccc2)CS(=O)(=O)C3)cc1C,-8.8%,-1.4%,-7.0%
CC(=O)Nc1ccc(NC(=O)c2cc(=O)c3cc(C)c(C)cc3o2)cc1,-8.0%,-13.7%,15.9%
CC1CCN(S(=O)(=O)N2CCC(C(=O)N3CCC(N(C)CC4CCCO4)CC3)CC2)CC1 (stereo not given),-5.4%,0.7%,-3.8%

The final four compounds of the section before lead into the next:
compound,GCN5L2 inh,N370S GC mod,FEN1 inh
COc1ccc(C(Sc2ccccc2)c2ccccc2)cc1OC (stereo not given),-10.2%,23.2%,-0.3%
Cc1ccc(-n2nc3c(c2NC(=O)c2ccccc2)CS(=O)(=O)C3)cc1C,-8.8%,-1.4%,-7.0%
CC(=O)Nc1ccc(NC(=O)c2cc(=O)c3cc(C)c(C)cc3o2)cc1,-8.0%,-13.7%,15.9%
CC1CCN(S(=O)(=O)N2CCC(C(=O)N3CCC(N(C)CC4CCCO4)CC3)CC2)CC1 (stereo not given),-5.4%,0.7%,-3.8%
CCOC(=O)C1(Cc2ccccc2C)CCCN(Cc2cc(OC)c(O)c(OC)c2)C1 (stereo not given),13.5%,-7.5%,-7.1%
Cc1ccc(Cl)c(NC(=O)COC(=O)C2CCC2)c1Cl,-6.8%,-5.0%,11.7%
COC(=O)COc1ccc(S(=O)(=O)Nc2cc(OC)ccc2OC)cc1,1.2%,17.3%,x
CCOC(=O)/C(=N\Nc1cccc(Cl)c1)Sc1nnc(-c2ccc(OC)cc2)n1C,1.4%,-11.5%,3.4%
O=C(O)Cn1ccnc1,0.0%,4.5%,1.1%
CC(=O)Nc1ccc2nc(NC(=O)C(Cl)(Cl)Cl)sc2c1,-0.6%,-5.0%,-1.1%
COc1ccc(C2(C(=O)NCCc3ccccc3)CCCC2)cc1,0.7%,-4.5%,2.9%
Cc1oc(-c2ccc(Cl)cc2)nc1CSCC(=O)NCc1ccccc1Cl,-3.4%,x,-8.8%
Cc1cc(C)c2cc(C#N)c(SCC(=O)Nc3cc(C)on3)nc2c1,-1.4%,-3.1%,1.4%
COc1ccc(F)cc1S(=O)(=O)N1CCN(c2ccccn2)CC1,-2.0%,-2.0%,-5.7%
COc1ccccc1CN1CCN(Cc2cc(OC)c(OC)cc2OC)CC1,1.3%,-2.3%,-5.8%
COc1cccc2c1-c1c(O)cccc1C2=O,-24.3%,0.7%,-21.1%
NC1=NC(=O)CC(C(=O)Nc2cccc3ccccc23)S1 (stereo not given),-11.1%,-1.0%,-3.1%
CCOC(=O)C1=C(N)OC(C)=C(C#N)C1c1ccco1 (stereo not given),1.1%,-6.0%,1.5%
CCOC(=O)N=Nc1c2ccccc2c2nc3no[nH]c3nc12,-3.5%,-2.6%,-6.0%
Cc1cc(OC(C)C(N)=O)nc(-c2ccccc2)n1 (stereo not given),-0.3%,4.0%,20.4%
CN(C(=O)CSc1nnnn1C)C1(C#N)CCCCC1,0.7%,x,19.1%
C=CCc1cc(Cl)ccc1OCCn1ccnc1,-4.5%,0.7%,2.4%
COc1ccc(/C=C\c2nc(=O)c3ccccc3o2)cc1,-4.5%,-16.7%,-0.9%
CCn1nc(NC(=O)C(C)C)c2cc3ccc(C)cc3nc21,-0.1%,-2.3%,1.6%
CN(Cc1ccccc1)C(=O)CSc1nc2ccsc2c(=O)n1-c1ccc(F)cc1,-21.8%,x,-0.3%
O=C(CN1C(=O)C(=O)N(CCC2=CCCCC2)C1=O)Nc1ccc(F)cc1F,-3.2%,x,-1.8%
CCC(CC)C(=O)Nc1cccc(C(=O)NCCc2ccc(S(N)(=O)=O)cc2)c1,-1.3%[0.501 µM],-0.6%,2.9%
CCOC(=O)c1c(C)[nH]c(C)c1S(=O)(=O)N1CCC(C(=O)N2CCN(c3ccccc3)CC2)CC1,0.3%,x,20.6%

The list goes on; the last four above are carried over.
compound,GCN5L2 inh,N370S GC mod,FEN1 inh
CN(Cc1ccccc1)C(=O)CSc1nc2ccsc2c(=O)n1-c1ccc(F)cc1,-21.8%,x,-0.3%
O=C(CN1C(=O)C(=O)N(CCC2=CCCCC2)C1=O)Nc1ccc(F)cc1F,-3.2%,x,-1.8%
CCC(CC)C(=O)Nc1cccc(C(=O)NCCc2ccc(S(N)(=O)=O)cc2)c1,-1.3%[0.501 µM],-0.6%,2.9%
CCOC(=O)c1c(C)[nH]c(C)c1S(=O)(=O)N1CCC(C(=O)N2CCN(c3ccccc3)CC2)CC1,0.3%,x,20.6%
CCN(c1ccccc1)S(=O)(=O)c1ccc(OCC(=O)N2CCCC2)cc1,-2.8%,x,1.5%
COc1ccc(CC(=O)NC(CC(=O)O)c2cccc([N+](=O)[O-])c2)cc1 (stereo not given),0.8%,-15.6%,2.9%
COc1cccc(NC(=O)CN(C)C(=O)/C=C/c2cn(-c3ccccc3)nc2-c2cccs2)c1,-11.7%,6.9%,-11.4%
CCOCCn1ccc2c(OCC(=O)Nc3cccc([N+](=O)[O-])c3)cccc2c1=O,-9.4%,x,-2.3%
Cc1ccc(-n2ncc(C(=O)NC3CCN(Cc4ccccc4)CC3)c2C2CCN(C(=O)OC(C)(C)C)CC2)cc1C,2.9%,x,4.6%
CC1=NN(C(=O)c2csc(C(C)C)c2)C(O)(C(F)(F)F)C1 (stereo not given),-1.1%,2.5%,7.9%
COCCCNC(=O)CCCN1C(=O)c2cccnc2Sc2ccccc21,-18.3%,-6.3%,20.0%
Cc1ccc(CN2CCN(/N=C/c3ccccc3)CC2)cc1,-1.0%,-3.0%,1.2%
CCCCC(=O)Nc1cc(OC)c(NC(=S)NC)cc1OC,-2.7%,4.2%,2.8%
CCOC(=O)Cn1c(CN2CC(C)OC(C)C2)nc2c1c(=O)n(C)c(=O)n2C (stereo not given),-0.7%,-2.6%,5.5%
CC1CCCN(CC(O)COCC2COc3ccccc3O2)C1 (stereo not given),-6.8%,15.1%,-0.7%
CCN(CC)CCN(C(=O)CCS(=O)(=O)c1ccccc1)c1nc2cc(C)cc(C)c2s1,-4.3%,-16.8%,-6.2%
COc1cc(CNC23CC4CC(CC(C4)C2)C3)ccc1OCc1ccccc1,-8.4%,-15.0%,-2.3%
CS(=O)(=O)C1=NN2C(=N)/C(=C\c3ccc(OCCOc4ccccc4)cc3)C(=O)N=C2S1,-1.3%,-3.5%,1.3%
COc1ccccc1NC(=O)Nc1nnc(Cc2ccc(F)cc2)s1,-2.7%,4.6%,26.2%
O=C(CSc1nc2ccc(Nc3nc(N4CCOCC4)nc(N4CCOCC4)n3)cc2s1)Nc1ccccc1F,-2.6%,-15.4%,19.6%
O=C(NCCC1CCCCN1S(=O)(=O)c1ccc(F)cc1)C(=O)NC1CC1 (stereo not given),-3.6%,-0.9%,-5.1%
NC1=NC(=O)/C(=C/c2cn(Cc3ccccc3)c3ccccc23)S1,0.0%,-17.8%,1.0%
O=C(OCc1csc(-c2ccccc2)n1)c1ccc(O)cc1,-3.4%,9.8%,-0.8%
Cc1noc(C)c1C(=O)N1CCC(C(=O)c2ccc(F)cc2F)CC1,0.8%,-2.7%,2.4%
CC(=O)Nc1ccc(N2CC(C)(C)C2=O)cc1,-2.7%,-4.0%,5.5%
Cc1ccccc1-n1c(SCC(=O)N2CCC(C(=O)O)CC2)nnc1-c1ccncc1,-8.3%,2.6%,11.2%
COc1ccc(NC(=O)Cn2c(=O)oc3cc(S(=O)(=O)NCc4ccccc4)ccc32)c(OC)c1,-1.8%,x,-1.0%
Cc1ccc(S(=O)(=O)NCCOc2nc(N3CCOCC3)nc(N3CCOCC3)n2)cc1,u,1.4%,-0.9%
CSc1nc(-c2ccc(C)cc2)[nH]c1S(=O)(=O)c1ccccc1,-18.2%,u,-10.5%
COc1cccc(NC(=O)CCC2CCN(C(=O)c3c(C)noc3C)CC2)c1,-2.3%,-13.1%,22.5%
CCCC(C(=O)NC1CCCC1)N(Cc1ccc2c(c1)OCO2)C(=O)c1snc(C(N)=O)c1N (stereo not given),-13.0%,10.1%,-16.1%
CCCCn1c(N)c(N(Cc2ccccc2OC)C(=O)CN2C(=O)NC(C)(c3ccccc3)C2=O)c(=O)[nH]c1=O (stereo not given),-16.4%,-4.1%,-18.5%
COC(=O)CNC(=O)c1ccc(=O)oc1,-18.7%,2.5%,3.1%
CC1(C)Cc2[nH]c(=O)c(C#N)cc2CS1,0.0%,1.4%,7.7%
COCCCNC(=O)C1CCN(S(=O)(=O)N(CC(C)C)CC(C)C)CC1,-3.1%,20.2%,-13.0%
O=C1CN(C(=O)CSc2nc3ccccc3c(=O)n2Cc2ccc(F)cc2)c2ccccc2N1,4.6%,18.2%,4.9%
COc1ccc(NC(=O)CSc2nnc(-c3ccccn3)n2N)c(OC)c1,-0.5%,13.4%,-1.3%
CCOC(=O)c1c(NC(=O)COC(=O)CNC(=O)c2ccco2)sc(C)c1C,-7.6%,16.5%,-10.7%
Fc1ccc(CNCCC(Cc2ccccc2)c2ccco2)cc1 (stereo not given),0.5%,-9.8%,-3.0%
COc1ccc(C(=O)C2CCN(C(=S)NCCc3ccccc3)CC2)cc1,-2.1%,-2.0%,22.3%
Cc1ccc(S(=O)(=O)N2CCC(=O)N(C(COCc3ccc(C(F)(F)F)cc3)Cc3ccccc3)CC2)cc1 (stereo not given),-10.1%,20.3%,-12.8%
CCCC(=O)Nc1ccc(C(=O)N/N=C/c2cccnc2)cc1,-19.1%,5.7%,-17.1%
CC(C)(C)OC(=O)NCCCCCNC(=O)c1nc[nH]c1C(=O)NCc1ccc(CNC(=O)OC(C)(C)C)cc1,-14.2%,x,-26.8%
Cc1ccc(C)c(S(=O)(=O)N2CCCCC2CCNC(=O)C(=O)NCc2ccccc2)c1 (stereo not given),-1.5%,1.7%,3.0%
CCn1c(SCC(=O)N(C)Cc2ccc(OC)c(F)c2)nc2cc(S(N)(=O)=O)ccc21,-1.6%,0.3%,0.5%
CCC(=O)N1CCc2cc(S(=O)(=O)NC(C(=O)Nc3cccc(C)n3)C(C)C)ccc21 (stereo not given),0.5%,-26.2%,-7.9%
CC(C)NC(=O)CSc1ccccc1C(=O)NNC(=O)Cn1ccc(C(F)(F)F)n1,-2.4%,-29.9%,4.5%
